IL1B NFkB pot: enhances IL-1B driven NFkB nuclear translocation. activation, % at 2 µM. actives 0.3% (n = 94,000). AID 819. HUVEC IL-1B NFkB p65 nuclear translocation imaging;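 active means activation above 40%, about the mean plus 3 SD, also judged a hit on visual image review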;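 further: percent activation is computed from the nuclear over cytoplasmic p65 intensity ratio; values of inactives mirror those of a sister screen read the other way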
MRP reversal: MRP-mediated drug resistance reversal; H69AR cells + 2 uM doxorubicin, CellTiter-Glo, 72 h; differential viability (reversal), % at 10 µM; actives 0.04% (n = 85,000); AID 602;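 active means viability drop by adding the cancer drug above about 55%, with treated viability meeting a 40% cutoff, limit read from the data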;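 further: viability without doxorubicin minus viability with 2 µM doxorubicin for each compound; larger differential means the compound sensitizes cells more to doxorubicin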
Bcl-B TR3 displacers: displacers of TR3 peptide from Bcl-B, primary screen, selectivity assay for Bfl-1 inhibitor project, biochemical, fluorescence polarization | FP displacement of FITC-TR3 peptide from Bcl-B; higher % means a stronger effect | one-dose displacement, % at 20 µM; IC50 in µM for titrated hits | AID 748 | actives 0.11% (n = 96,000);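 active means displacement above 50% at 20 µM plus a fluorescence interference ratio under 1.5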;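 further: plate controls were wells without compound for no effect and wells lacking Bcl-B protein for full effect; a part of the inactive calls stands beside numbers as strong as those of hits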
NFkB transloc inh: blocks IL-1B driven NFkB nuclear translocation in HUVEC cells; AID 796; inhibition, % at 2 µM; actives 0.43% (n = 94,000); HUVEC IL-1B NFkB p65 nuclear translocation imaging;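 active means inhibition above about 30% together with a positive call from visual inspection of the well image, limit read from the data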;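 further: nuclear over cytoplasmic p65 intensity ratio measured by imaging; 0% = IL-1B stimulated DMSO wells and 100% = unstimulated DMSO wells; values of inactives mirror those of a sister screen read the other way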
PLAP inhibitors HTS: inhibition of human placental alkaline phosphatase – biochemical, luminescence, HTS (AID 690); purified PLAP, luminescent substrate; higher % means a stronger effect; inhibition, % at 20 µM, or IC50 in µM where a hit was titrated; actives 0.08% (n = 96,000); in the data active means a potency from the dose series; inactive means the rest, 99 in 100 with inhibition below about 30%; further: strong numbers were not always called active
MRP reversal cytotoxicity: second read-out of MRP reversal, no call of its own (marks repeat the call); viability, %; H69AR cells, CellTiter-Glo, 72 h; measured here: cytotoxicity without doxorubicin
MRP reversal with doxorubicin: further read-out of MRP reversal, marked with its call; viability, %; measured here: viability with 2 uM doxorubicin; active compounds read low
NFkB transloc inh cell count 2 µM: further read-out of NFkB transloc inh, marked with its call; cell count; measured here: cells passing quality filter;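 raw number of nuclei counted in each imaged well without normalization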
IL1B NFkB pot cell count 2 µM: recorded beside IL1B NFkB pot, whose call it bears; cell count; measured here: cells passing quality filter
Starred values were filed as active, the others as inactive. The list is partial; rates above refer to the full screens.

Results for CN(C(=O)Nc1ccccc1)C1CCS(=O)(=O)C1 (centres undefined) ?
IL1B NFkB pot: 5; MRP reversal: 24; NFkB transloc inh: -5; MRP reversal cytotoxicity: 90; MRP reversal with doxorubicin: 65; NFkB transloc inh cell count 2 µM: 106; IL1B NFkB pot cell count 2 µM: 106

How did COc1ccc(C(=O)Nc2nnc(C(F)(F)F)s2)cc1 do in these assays?
IL1B NFkB pot: -13; MRP reversal: -16; Bcl-B TR3 displacers: -1%; NFkB transloc inh: 13; PLAP inhibitors HTS: -10%; MRP reversal cytotoxicity: 92; MRP reversal with doxorubicin: 108; NFkB transloc inh cell count 2 µM: 187; IL1B NFkB pot cell count 2 µM: 187

Results for CC1(C)Cc2ccccc2-c2nnc(SCC(=O)N3CCN(c4ccccc4)CC3)n21 ?
IL1B NFkB pot: 16; MRP reversal: 12; Bcl-B TR3 displacers: -6%; NFkB transloc inh: -16; PLAP inhibitors HTS: -43%; MRP reversal cytotoxicity: 89; MRP reversal with doxorubicin: 77; NFkB transloc inh cell count 2 µM: 130; IL1B NFkB pot cell count 2 µM: 130

Results for CC1CCN(c2nc3ccc(C(=O)N4CCN(Cc5ccccc5)CC4)cc3s2)CC1 ?
IL1B NFkB pot: -6; MRP reversal: -5; Bcl-B TR3 displacers: 4%; NFkB transloc inh: 6; PLAP inhibitors HTS: -71%; MRP reversal cytotoxicity: 81; MRP reversal with doxorubicin: 85; NFkB transloc inh cell count 2 µM: 198; IL1B NFkB pot cell count 2 µM: 198

What do the screens show for `C=CCc1ccccc1OCC(O)Cn1ccnc1C` (centres undefined)?
IL1B NFkB pot: -4; MRP reversal: 2; Bcl-B TR3 displacers: 2%; NFkB transloc inh: 4; PLAP inhibitors HTS: -23%; MRP reversal cytotoxicity: 83; MRP reversal with doxorubicin: 81; NFkB transloc inh cell count 2 µM: 199; IL1B NFkB pot cell count 2 µM: 199

How did COC(=O)c1[nH]c2cc(OC)ccc2c1NC(=O)CN1CCOCC1 do in these assays?
IL1B NFkB pot: 13; MRP reversal: -7; NFkB transloc inh: -13; MRP reversal cytotoxicity: 83; MRP reversal with doxorubicin: 89; NFkB transloc inh cell count 2 µM: 120; IL1B NFkB pot cell count 2 µM: 120

What do the screens show for `CCOC(=O)c1ccc(NC(=O)CN2CCc3ccccc3C2)cc1`?
IL1B NFkB pot: -8; MRP reversal: 5; Bcl-B TR3 displacers: -3%; NFkB transloc inh: 8; PLAP inhibitors HTS: 7%; MRP reversal cytotoxicity: 79; MRP reversal with doxorubicin: 75; NFkB transloc inh cell count 2 µM: 108; IL1B NFkB pot cell count 2 µM: 108

What do the screens show for `Cc1cccc(-c2nc(CSCC(=O)N3CCN(Cc4ccc5c(c4)OCO5)CC3)c(C)o2)c1`?
MRP reversal: -25; Bcl-B TR3 displacers: -5%; PLAP inhibitors HTS: -42%; MRP reversal cytotoxicity: 33; MRP reversal with doxorubicin: 59

How did CN(CC(=O)NCc1cccc(F)c1)C(=O)c1ccco1 do in these assays?
IL1B NFkB pot: 22; MRP reversal: 7; Bcl-B TR3 displacers: 9%; NFkB transloc inh: -22; PLAP inhibitors HTS: 6%; MRP reversal cytotoxicity: 107; MRP reversal with doxorubicin: 100; NFkB transloc inh cell count 2 µM: 193; IL1B NFkB pot cell count 2 µM: 193

Results for COCCSc1nnc(NS(=O)(=O)Cc2ccccc2)s1 ?
IL1B NFkB pot: 4; MRP reversal: 4; Bcl-B TR3 displacers: -6%; NFkB transloc inh: -4; PLAP inhibitors HTS: 14%; MRP reversal cytotoxicity: 92; MRP reversal with doxorubicin: 88; NFkB transloc inh cell count 2 µM: 111; IL1B NFkB pot cell count 2 µM: 111

What do the screens show for `O=C(Nc1ccccc1)C1CC(=O)N(c2ccc3c4c(cccc24)CC3)C1` (centres undefined)?
IL1B NFkB pot: -11; Bcl-B TR3 displacers: 1%; NFkB transloc inh: 11; PLAP inhibitors HTS: -34%; NFkB transloc inh cell count 2 µM: 146; IL1B NFkB pot cell count 2 µM: 146

What do the screens show for `Oc1c(Br)cc2oc3c(c2c1CNCc1ccccc1)CCCC3`?
IL1B NFkB pot: -4; Bcl-B TR3 displacers: -3%; NFkB transloc inh: 4; PLAP inhibitors HTS: -22%; NFkB transloc inh cell count 2 µM: 154; IL1B NFkB pot cell count 2 µM: 154

Next section; it opens with the 2 that closed the last part.
What do the screens show for `O=C(Nc1ccccc1)C1CC(=O)N(c2ccc3c4c(cccc24)CC3)C1` (centres undefined)?
IL1B NFkB pot: -11; Bcl-B TR3 displacers: 1%; NFkB transloc inh: 11; PLAP inhibitors HTS: -34%; NFkB transloc inh cell count 2 µM: 146; IL1B NFkB pot cell count 2 µM: 146

What do the screens show for `Oc1c(Br)cc2oc3c(c2c1CNCc1ccccc1)CCCC3`?
IL1B NFkB pot: -4; Bcl-B TR3 displacers: -3%; NFkB transloc inh: 4; PLAP inhibitors HTS: -22%; NFkB transloc inh cell count 2 µM: 154; IL1B NFkB pot cell count 2 µM: 154

What do the screens show for `CN=C(Nc1ccc(Cl)cc1)c1ccc(C(F)(F)F)cc1`?
IL1B NFkB pot: 9; Bcl-B TR3 displacers: 1%; NFkB transloc inh: -9; PLAP inhibitors HTS: 3%; NFkB transloc inh cell count 2 µM: 146; IL1B NFkB pot cell count 2 µM: 146

Results for Cc1ccc(N2CC(C(=O)NCc3ccccn3)CC2=O)cc1 (centres undefined) ?
IL1B NFkB pot: 13; MRP reversal: 7; Bcl-B TR3 displacers: -11%; NFkB transloc inh: -13; PLAP inhibitors HTS: -2%; MRP reversal cytotoxicity: 94; MRP reversal with doxorubicin: 88; NFkB transloc inh cell count 2 µM: 113; IL1B NFkB pot cell count 2 µM: 113

Results for O=c1[nH]c2cccc(Cl)c2n(CCNc2ncc(C(F)(F)F)cc2Cl)c1=O ?
IL1B NFkB pot: 3; Bcl-B TR3 displacers: 14%; NFkB transloc inh: -3; PLAP inhibitors HTS: 5%; NFkB transloc inh cell count 2 µM: 131; IL1B NFkB pot cell count 2 µM: 131

How did COc1ccc(NC2CS(=O)(=O)CC2NCc2ccco2)cc1 (centres undefined) do in these assays?
MRP reversal: 2; Bcl-B TR3 displacers: -1%; PLAP inhibitors HTS: -10%; MRP reversal cytotoxicity: 90; MRP reversal with doxorubicin: 88

Results for Cc1ccc2c(c1)CC1(CN2C)C(=O)OC(C)(C)OC1=O ?
IL1B NFkB pot: 19; MRP reversal: -23; Bcl-B TR3 displacers: 0%; NFkB transloc inh: -19; PLAP inhibitors HTS: 21%; MRP reversal cytotoxicity: 80; MRP reversal with doxorubicin: 103; NFkB transloc inh cell count 2 µM: 202; IL1B NFkB pot cell count 2 µM: 202

What do the screens show for `CCOC(=O)CNC(=O)c1cn(CC)c(=O)c2cc(OC)c(OC)cc12`?
MRP reversal: -2; Bcl-B TR3 displacers: -12%; PLAP inhibitors HTS: 14%; MRP reversal cytotoxicity: 82; MRP reversal with doxorubicin: 85

Results for COCCn1c(SCC(=O)Nc2cc(C)on2)nnc1-c1ccco1 ?
IL1B NFkB pot: 3; MRP reversal: -15; Bcl-B TR3 displacers: -3%; NFkB transloc inh: -3; PLAP inhibitors HTS: 6%; MRP reversal cytotoxicity: 79; MRP reversal with doxorubicin: 94; NFkB transloc inh cell count 2 µM: 76; IL1B NFkB pot cell count 2 µM: 76

How did Cc1ccc(-c2nc(-c3ccccc3)no2)c(Cl)c1 do in these assays?
IL1B NFkB pot: 9; MRP reversal: 13; Bcl-B TR3 displacers: 2%; NFkB transloc inh: -9; PLAP inhibitors HTS: 6%; MRP reversal cytotoxicity: 92; MRP reversal with doxorubicin: 79; NFkB transloc inh cell count 2 µM: 176; IL1B NFkB pot cell count 2 µM: 176

How did COc1ccc(Br)cc1/C=N/NC(=O)CNC(=O)/C=C/c1ccccc1 do in these assays?
IL1B NFkB pot: 32; Bcl-B TR3 displacers: -3%; NFkB transloc inh: -32; PLAP inhibitors HTS: 5%; NFkB transloc inh cell count 2 µM: 190; IL1B NFkB pot cell count 2 µM: 190

How did Cc1nc2c(C(=O)N3CCN(C)CC3)cnn2c(C)c1Cc1ccc(Cl)cc1 do in these assays?
IL1B NFkB pot: 4; MRP reversal: -4; Bcl-B TR3 displacers: -15%; NFkB transloc inh: -4; PLAP inhibitors HTS: -113%; MRP reversal cytotoxicity: 85; MRP reversal with doxorubicin: 88; NFkB transloc inh cell count 2 µM: 63; IL1B NFkB pot cell count 2 µM: 63

What do the screens show for `CCc1ccc(N2C(=O)C3ON(c4ccccc4)C(c4ccco4)C3C2=O)cc1` (centres undefined)?
IL1B NFkB pot: -8; MRP reversal: -4; Bcl-B TR3 displacers: 6%; NFkB transloc inh: 8; PLAP inhibitors HTS: -6%; MRP reversal cytotoxicity: 73; MRP reversal with doxorubicin: 77; NFkB transloc inh cell count 2 µM: 101; IL1B NFkB pot cell count 2 µM: 101

Results for C=CCOC(=O)c1sc(NC(=O)c2ccco2)nc1C ?
IL1B NFkB pot: 39; MRP reversal: 2; Bcl-B TR3 displacers: 2%; NFkB transloc inh: -39; PLAP inhibitors HTS: -6%; MRP reversal cytotoxicity: 96; MRP reversal with doxorubicin: 94; NFkB transloc inh cell count 2 µM: 143; IL1B NFkB pot cell count 2 µM: 143

Results for COc1cccc(N=Cc2c[nH][nH]c2=O)c1 ?
IL1B NFkB pot: -7; Bcl-B TR3 displacers: -4%; NFkB transloc inh: 7; PLAP inhibitors HTS: 10%; NFkB transloc inh cell count 2 µM: 180; IL1B NFkB pot cell count 2 µM: 180

How did COC(=O)c1ccc(NC(=O)Cc2ccccc2)cc1 do in these assays?
IL1B NFkB pot: 2; MRP reversal: 0; Bcl-B TR3 displacers: -5%; NFkB transloc inh: -2; PLAP inhibitors HTS: -15%; MRP reversal cytotoxicity: 86; MRP reversal with doxorubicin: 86; NFkB transloc inh cell count 2 µM: 103; IL1B NFkB pot cell count 2 µM: 103

What do the screens show for `CCN1C(=O)c2ccccc2S(=O)c2ccc(C(=O)N3CCN(C(=O)c4ccco4)CC3)cc21` (centres undefined)?
MRP reversal: 0; Bcl-B TR3 displacers: 3%; PLAP inhibitors HTS: -21%; MRP reversal cytotoxicity: 94; MRP reversal with doxorubicin: 94

How did O=C(OC(C(=O)NCc1cccs1)c1ccccc1F)c1ccco1 (centres undefined) do in these assays?
IL1B NFkB pot: 1; MRP reversal: 9; NFkB transloc inh: -1; MRP reversal cytotoxicity: 90; MRP reversal with doxorubicin: 81; NFkB transloc inh cell count 2 µM: 154; IL1B NFkB pot cell count 2 µM: 154

How did CCOc1ccc(C(=O)OC2CCN(C)CC2)cc1 do in these assays?
IL1B NFkB pot: 1; MRP reversal: 19; NFkB transloc inh: -1; MRP reversal cytotoxicity: 104; MRP reversal with doxorubicin: 86; NFkB transloc inh cell count 2 µM: 129; IL1B NFkB pot cell count 2 µM: 129

What do the screens show for `Cc1cc(C(=O)CSc2nnc(-c3ccco3)o2)c(C)n1-c1ccc2c(c1)OCCO2`?
IL1B NFkB pot: 5; MRP reversal: -3; Bcl-B TR3 displacers: -17%; NFkB transloc inh: -5; PLAP inhibitors HTS: -13%; MRP reversal cytotoxicity: 86; MRP reversal with doxorubicin: 90; NFkB transloc inh cell count 2 µM: 180; IL1B NFkB pot cell count 2 µM: 180

What do the screens show for `CCCCNc1cc(=O)oc2ccccc12`?
IL1B NFkB pot: -6; MRP reversal: 9; Bcl-B TR3 displacers: -4%; NFkB transloc inh: 6; PLAP inhibitors HTS: 13%; MRP reversal cytotoxicity: 74; MRP reversal with doxorubicin: 64; NFkB transloc inh cell count 2 µM: 179; IL1B NFkB pot cell count 2 µM: 179

What do the screens show for `OC(COc1ccc2ccccc2c1)CN1CCCC1` (centres undefined)?
IL1B NFkB pot: 0; MRP reversal: 2; Bcl-B TR3 displacers: -1%; NFkB transloc inh: 0; PLAP inhibitors HTS: 29%; MRP reversal cytotoxicity: 80; MRP reversal with doxorubicin: 78; NFkB transloc inh cell count 2 µM: 71; IL1B NFkB pot cell count 2 µM: 71
